Pol beta inh: qHTS Assay for Inhibitors of DNA Polymerase Beta | Pol beta primer extension/strand displacement, fluorescence kinetic | Potency, µM (top dose mostly 114 µM), inactives show at the top dose activity change, negative = inhibition, actives largely listed as inhibitors | 340,000 compounds, 1.3% hits | AID 485314, 2010; also: % is scaled to controls: 0 for no effect and ±100 for the full control effect
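Curves were derived by four-parameter Hill fits of normalized qHTS data. The kinetic fluorescent primer-extension read was taken at 0 and 10 min after 50 nM substrate, following a 15 min room-temperature preincubation of 10 nM enzyme with compounds.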
APE1 inh: qHTS Assay for Inhibitors of the Human Apurinic/apyrimidinic Endonuclease 1 (APE1) | DNA repair nuclease/redox regulator APEX1 (Homo sapiens), P27695 | recombinant APE1, TAMRA/BHQ-2 abasic DNA cleavage fluorescence | Potency, µM (top dose mostly 65.8 µM), without a hit: at the top dose activity change, negative = inhibition, actives largely listed as inhibitors | 350,000 compounds, 0.35% hits;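 also: plate controls were vehicle for no effect and reference inhibitor for full effect; nearly all actives have a fitted effect of over 55% in size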
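Substrate: short duplex with […] THF abasic site, 5'-TAMRA and 3'-BHQ-2, 50 nM final. APE1 at 0.75 nM, preincubated 15 min RT with compound. Fluorescence increase from first to third read measured activity.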
POLH inh: qHTS for Inhibitors of Polymerase Eta | DNA polymerase eta (Homo sapiens), Q9Y253 | 390,000 compounds, 1.2% hits | Potency, µM (series often up to 114 µM), inactives show at the highest dose activity change, negative = inhibition, most hits filed as inhibitors | recombinant Pol eta, fluorescent DNA replication assay; also: % is scaled to controls: 0 for no effect and ±100 for the full control effect
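Fluorescent replication assay: 50 nM final substrate added after a 15 min room-temperature compound preincubation with 10 nM enzyme. Signal taken at 0 min and again at 10 min.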
BAZ2B inh: qHTS Assay for Inhibitors of BAZ2B. 360,000 compounds, 4.4% hits. Bromodomain adjacent to zinc finger domain protein 2B (Homo sapiens), Q9UIF8. AlphaScreen BAZ2B-H3K14Ac peptide displacement. Potency, µM (titrated, usually from 114 µM), for inactives: at the highest dose activity change, negative = inhibition, usual class: inhibitors; also: % is scaled to controls: 0 for no effect and ±100 for the full control effect; nearly all actives have a fitted effect of over 60% in size
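AlphaScreen luminescence quantifies BAZ2B engagement of H3K14Ac peptide; the protein and biotinylated peptide are both at 50 nM final, buffer PBS pH 7.4 with 0.01% Tween-20, all steps at room temperature.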
Pol kappa inh: qHTS for Inhibitors of Polymerase Kappa; DNA polymerase kappa (Homo sapiens), Q9UBT6; purified Pol kappa, fluorescent DNA synthesis assay, 10 min; Potency, µM (highest dose often 107 µM), for the others: top-dose activity, negative = inhibition, actives largely listed as inhibitors; 400,000 compounds, 0.53% hits; also: % is scaled to controls: 0 for no effect and ±100 for the full control effect
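Here, compound and 10 nM enzyme are combined for 15 min at room temperature; adding 50 nM substrate (final) starts DNA synthesis, tracked by fluorescence at 0 and 10 min against buffer-only wells.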
POLI inh: qHTS for Inhibitors of Polymerase Iota | DNA polymerase iota (Homo sapiens), Q9UNA4 | Pol iota fluorescent replication assay, 10 min | Potency, µM (series often up to 115 µM), without a hit: at the top dose activity, negative = inhibition, most hits filed as inhibitors | 390,000 compounds, 1% hits | AID 588590, 2011
Target sequence (Q9UNA4 whole entry, looked up): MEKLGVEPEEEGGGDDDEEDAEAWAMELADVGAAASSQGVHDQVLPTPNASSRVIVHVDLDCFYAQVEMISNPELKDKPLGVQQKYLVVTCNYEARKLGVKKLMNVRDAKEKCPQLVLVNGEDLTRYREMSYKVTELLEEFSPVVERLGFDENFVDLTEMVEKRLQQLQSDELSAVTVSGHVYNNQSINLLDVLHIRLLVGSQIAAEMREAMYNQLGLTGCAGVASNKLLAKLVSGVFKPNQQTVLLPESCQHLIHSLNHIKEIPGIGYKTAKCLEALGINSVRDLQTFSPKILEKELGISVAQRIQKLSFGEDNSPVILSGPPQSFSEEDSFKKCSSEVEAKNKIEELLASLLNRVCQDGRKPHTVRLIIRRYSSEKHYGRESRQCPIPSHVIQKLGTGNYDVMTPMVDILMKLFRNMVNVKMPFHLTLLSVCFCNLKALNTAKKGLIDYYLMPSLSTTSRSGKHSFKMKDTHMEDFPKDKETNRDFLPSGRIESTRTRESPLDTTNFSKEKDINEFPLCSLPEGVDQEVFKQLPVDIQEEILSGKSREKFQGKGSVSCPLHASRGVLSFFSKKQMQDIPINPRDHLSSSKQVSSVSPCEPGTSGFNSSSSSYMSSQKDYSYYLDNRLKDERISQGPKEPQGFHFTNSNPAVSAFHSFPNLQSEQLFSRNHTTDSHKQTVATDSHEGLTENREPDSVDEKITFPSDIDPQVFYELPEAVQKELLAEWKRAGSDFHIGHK
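Pol iota at 10 nM preincubated 15 min with compounds at room temperature; reaction started with fluorescent substrate, 50 nM final. Fluorescence read kinetically at 0 and 10 min; buffer-only wells as negative control.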
BLM inh: qHTS Assay for Inhibitors of Bloom's syndrome helicase (BLM); RecQ-like DNA helicase BLM (Homo sapiens), P54132; recombinant BLM DNA unwinding, fluorescence dequenching; Potency, µM (top dose mostly 56.1 µM), for inactives: at the top dose activity change, negative = inhibition, most hits filed as inhibitors; 350,000 compounds, 0.2% hits; AID 2528, 2010;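 also: plate controls were vehicle for no effect and no enzyme for full effect; nearly all actives have a fitted effect of over 35% in size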
G9a block: qHTS Assay for Inhibitors of Histone Lysine Methyltransferase G9a; 350,000 compounds, 8.8% hits; AID 504332, 2011; Histone-lysine N-methyltransferase EHMT2 (Homo sapiens), Q96KQ7; Potency, µM (doses to about 102 µM), for inactives: at the highest dose activity, negative = inhibition, actives largely listed as inhibitors; G9a H3K9 monomethylation, AlphaScreen, 2 h; also: % is scaled to controls: 0 for no effect and ±100 for the full control effect; nearly all actives have a fitted effect of over 75% in size
Target sequence (Q96KQ7 913-1193 limits assumed): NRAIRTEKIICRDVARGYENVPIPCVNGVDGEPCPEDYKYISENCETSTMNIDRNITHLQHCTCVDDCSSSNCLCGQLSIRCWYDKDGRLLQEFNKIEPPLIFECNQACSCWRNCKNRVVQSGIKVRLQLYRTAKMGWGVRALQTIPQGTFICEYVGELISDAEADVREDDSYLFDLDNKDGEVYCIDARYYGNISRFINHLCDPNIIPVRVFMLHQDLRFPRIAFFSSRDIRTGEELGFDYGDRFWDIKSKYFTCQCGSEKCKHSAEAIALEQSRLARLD
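G9a (20 nM) was preincubated 15 min with compound, then reacted 2 h at room temperature with 500 nM biotin-H3K9 peptide and 20 µM SAM. Monomethyl-H3K9 detected by AlphaScreen using anti-H3K9me1 antibody.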
Apoferritin bind: qHTS Assay for Identification of Novel General Anesthetics; apoferritin/1-aminoanthracene competitive binding, fluorescence; Potency, µM (top dose mostly 77.5 µM), inactives show at the top dose activity change, negative = displacement, actives largely listed as inhibitors; AID 485281, 2010; Ferritin light chain (Equus caballus), P02791; 350,000 compounds, 0.074% hits; also: % is scaled to controls: 0 for no effect and ±100 for the full control effect; nearly all actives have a fitted effect of over 20% in size
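10 uM apoferritin + 50% sat. 1-AMA, PBS; cpd 10 min RT; Ex380/Em535 endpoint; normalized to free probe vs complex; 4-param Hill fit; propofol titration as pos. ctrl.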
Active calls of the source: *; u = inconclusive; x = not tested or not shown; & = joins results of further samples; [ ] = another dose, or the depositor's remark. Calls follow the shape of the dose curve; as a rule, active = well fitted curve in the direction sought with a large enough effect; inconclusive = small, poorly fitted or top-dose-only effect, or another doubt; inactive = no such curve, though single readings can be large; an effect the other way counts as inactive or inconclusive. Potency is read from the fitted curve at half-maximal effect. These rows are one share of the data, so the mix of outcomes need not match the whole.

SMILES	Pol beta inh	APE1 inh	POLH inh	BAZ2B inh	Pol kappa inh	POLI inh	BLM inh	G9a block	Apoferritin bind
Cc1ccc(CN2CC(C(=O)OCc3ccccc3Cl)CC2=O)cc1 (stereo unspecified)	x	23%	-17%	4%	-3%	6%	x	-1%[2.33 µM]	x
CC(=O)Nc1ccc(OCC(O)Cn2nc(C)c(C(C)=O)c2C)cc1 (stereo unspecified)	u	-2%	-2%	9%	-16%	16%	1%	33%[12.7 µM]	1%
CN(c1ccc(OCC(=O)NCCc2ccccc2)cc1)S(=O)(=O)c1ccc(Cl)cc1	x	18%	-17%	-5%	-4%	-7%	x	-30%[0.501 µM]	x
C/C(=N\O)C(=O)NCC1CCNCC1	5%	-2%	-13%	-7%	-4%	u	0%	u	-2%
Cc1ccc(CN(C(=O)Cn2nnc3ccccc32)C(C(=O)NCc2ccco2)c2ccc(C)o2)cc1 (stereo unspecified)	16%	-7%	-7%	-4%	-18%	3%	0%	-4%[59 µM]	-1%
COc1ccc2nnc(-c3ccc(C(F)(F)F)cc3)n2n1	5%	-3%	-10%	-3%	-7%	27%	-3%	-1%[12.7 µM]	-5%
COc1cc(/C=C(\C#N)c2nc3ccccc3c(=O)[nH]2)cc(OC)c1OC	0%	x	-1%	4%	-6%[60.1 µM]	-9%	-4%	-26%[59 µM]	11%
Cc1ccccc1OCC1Cn2c(nc3c2c(=O)n(C)c(=O)n3C)O1 (stereo unspecified)	4%	-3%	-7%	-3%	2%	149%[activator]	-2%	-3%	-5%
CC1C(=O)N(Cc2ccc(F)cc2)c2ccccc2N1C(=O)c1c(F)cccc1F (stereo unspecified)	38%	-8%	-18%	1%	3%	6%	-11%	18%	-16%
CCOC(=O)/C(=C/C=C1\Sc2cc(OCC)c(OCC)cc2N1CC)C(C)=O	1%	u	-26%	-35%	-5%	9%	-1%	u	-6%
O=C(COC(=O)CCc1c[nH]c2ccccc12)Nc1ccccc1C(F)(F)F	x	-2%	-13%	-6%	4%	11%	x	-3%[12.7 µM]	x
CC(C)c1ccc(C(=O)Nc2ccc(CN3CCOCC3)cc2)cc1	-21%	54%	1%	-15%	-5%	-2%	-6%	-2%	-2%
COc1ccccc1C(=O)NN=C1CCN(Cc2ccccc2)CC1	9%	-2%	-12%	6%	-13%	9%	-3%	18%	6%
C[n+]1ccccc1/C=C/c1ccc2ncccc2c1	46%	-9%	1%	u	-26%	32%[activator]	4%	x	-6%
Cc1ccc(CONC(=O)/N=C/N(C)C)cc1	49%	15%	-24%	10%	-22%	21%	-5%	3%[0.0925 µM]	-13%
CCCS(=O)(=O)N1CCCC(C(=O)NC2CCCCC2)C1 (stereo unspecified)	36%	14%	5%	9%	6%	-5%	-8%	x	-4%
COc1ccc2c(c1)c(CC(=O)Nc1ccc(C(C)=O)cc1)c(C)n2C(=O)c1ccc(Cl)cc1	14%&15%	-3%	u	-11%&-33%	-8%&-5%	-13%&4%	-8%&-4%	-5%&8%[59 µM]	2%&-8%
C=CC[C@@H](CC(=O)N(CCO)Cc1ccccc1)C(=O)N[C@@H](COC(=O)[C@H](CC=C)CC(=O)OC(C)(C)C)Cc1c[nH]c2ccccc12	x	-7%	u	x	-15%	37%	x	x	x
CCCN1Cc2cccc(C(=O)NC3CCCC3)c2C1=O	-5%	-4%	-10%	-3%	-8%	28%	-2%	-32%[59 µM]	-2%
O=C(Nc1ccccc1)C1C2CCCCC21 (stereo unspecified)	u	-6%	-21%	-2%	1%	42%[activator]	-3%	-11%	-10%
CC1=NN(c2cccc(C(=O)O)c2)C(=O)/C1=C\C=C\c1ccco1	0.56µM*	2%	-98%	10µM*	7.1µM*	1.3µM*	18%	7.9µM*	-15%
COc1ccc(C2C3=C(CC(C)(C)CC3=O)Nc3n[nH]c(C)c32)cc1 (stereo unspecified)	-11%	0%	-18%	-19%	7%	18%	-4%	3%[59 µM]	u
O=C(Nc1cccc(F)c1)c1ccccc1-c1ccccc1	19%[57.1 µM]	-4%	-18%	19%	-15%	9%	-2%	6%	-6%
OC(CNCCCN1CCCCC1)COc1ccccc1 (stereo unspecified)	17%	2%	-8%	-1%	-15%	-3%	-9%	u	-4%
COc1ccc(C(=O)Nc2cccc3nc(C)ccc23)cc1OC	2%	27%	-1%	-6%	-13%	16%	0%	-2%	0%
O=C(CN1C(=O)CCS(=O)(=O)c2ccccc21)NCc1ccc2c(c1)OCO2	18%	9%	-14%	2%	-5%	u	-4%	-28%[12.7 µM]	-5%
Cc1c(CCC(=O)NCCCn2ccnc2)c(=O)oc2cc3occ(C(C)(C)C)c3cc12	8%	14%	-21%	u	0%	50%[activator]	0%	2%	4%
CCOC(=O)Cn1c(N2CCCCCC2)nc2c1c(=O)[nH]c(=O)n2C	12%	-2%	0%	13%	-13%	5%	0%	6%	-8%
Cc1oc(CC(C)C)c(CN2CCCC2)c1C(=O)O	18%	10%	-9%	u	-8%	7%	2%	-29%[12.7 µM]	3%
Cc1cc(C)c2[nH]c(C)c(CN3CCCCCC3)c(=O)c2c1	7%	43%	-11%	0%	8%	1%	54%[activator]	0%	0%

Overlap with the part before: four compounds, followed by the next part.
SMILES	Pol beta inh	APE1 inh	POLH inh	BAZ2B inh	Pol kappa inh	POLI inh	BLM inh	G9a block	Apoferritin bind
Cc1c(CCC(=O)NCCCn2ccnc2)c(=O)oc2cc3occ(C(C)(C)C)c3cc12	8%	14%	-21%	u	0%	50%[activator]	0%	2%	4%
CCOC(=O)Cn1c(N2CCCCCC2)nc2c1c(=O)[nH]c(=O)n2C	12%	-2%	0%	13%	-13%	5%	0%	6%	-8%
Cc1oc(CC(C)C)c(CN2CCCC2)c1C(=O)O	18%	10%	-9%	u	-8%	7%	2%	-29%[12.7 µM]	3%
Cc1cc(C)c2[nH]c(C)c(CN3CCCCCC3)c(=O)c2c1	7%	43%	-11%	0%	8%	1%	54%[activator]	0%	0%
Cc1ccc(-n2ncc(C(=O)N3CCCCC3)c2C2CCN(C(=O)OC(C)(C)C)CC2)c(C)c1	19%	x	-18%	2%[57.1 µM]	6%	20%	2%	-17%[59 µM]	-2%
COC(=O)C1CC(O)CN1C(=O)Nc1ccccc1 (stereo unspecified)	12%	2%	-5%	-4%	-3%[60.1 µM]	25%	-1%	1%	-5%
Cc1cccc(Oc2ncc(-c3ccc(Cl)cc3)cn2)c1	3%	-2%	-12%	10%	-15%	-1%	-1%	16%	-5%
CC1CCCCN1C(=S)NC(=O)c1cccs1 (stereo unspecified)	0%	8%	-14%	-30%	-4%	34%	-3%	u	-18%
Cn1c(=O)n(C)c2cc(NC(=O)c3ccccc3NS(C)(=O)=O)ccc21	10%	-12%	-22%	-11%	-10%	16%	0%	x	1%
CN1CCN(CCC(=O)Nc2ccc(Br)cc2)CC1	-2%	3%	-5%	-6%	5%	23%	-9%	u	-3%
COc1ccc(CCNC(=O)C2CCN(C(=O)c3ccccc3)CC2)cc1	0%	21%	-6%	10%	8%	6%	-1%	26%	-2%
C=CCNc1oc(-c2cccc3ccccc23)nc1C#N	-21%	-2%&-18%	-10%	u	-11%	6%	-2%	u	90%[activator]
COc1cc(OC)cc(C(=O)NN(CCC#N)C2=NS(=O)(=O)c3ccccc32)c1	1%	21%	-5%	-2%	-3%	118%[activator]	-2%	6%	-12%
O=C(CCCn1c(=O)[nH]c2ccccc2c1=O)Nc1ccc(F)cc1	-20%	u	-22%	-18%	5%	119%[activator]	1%	-32%	-2%
CC(C)OC(=O)Cn1nc(C(c2ccccc2)c2ccccc2)oc1=O	-2%	39%[activator]	-28%	3%	-4%	15%	-6%	61%[activator]	40%[activator]
Cc1ccc(CCC(=O)Nc2ccccc2F)s1	15%	1%	-6%	2%	-10%	3%	-3%	-2%	u
Nn1c(SCc2csc(-c3ccccc3)n2)nnc1-c1cccs1	u	1%	1%	12%	-23%	u	-5%	u	6%
Cc1ccc(NC(=O)CSc2nccn(-c3ccc4c(c3)OCCO4)c2=O)cc1	x	29%	-9%	-19%	-12%	0%	x	u	x
CCOc1ccc(NC(=O)c2[nH]c(C)c(C(C)=O)c2C)cc1	-25%	19%	u	-21%	-4%	3%	-5%	-1%	-11%

Of the compounds above, 2 have a COOH group.
SMILES	Pol beta inh	APE1 inh	POLH inh	BAZ2B inh	Pol kappa inh	POLI inh	BLM inh	G9a block	Apoferritin bind
CC1=NN(c2cccc(C(=O)O)c2)C(=O)/C1=C\C=C\c1ccco1	0.56µM*	2%	-98%	10µM*	7.1µM*	1.3µM*	18%	7.9µM*	-15%
Cc1oc(CC(C)C)c(CN2CCCC2)c1C(=O)O	18%	10%	-9%	u	-8%	7%	2%	-29%[12.7 µM]	3%

(cont.)
SMILES	Pol beta inh	APE1 inh	POLH inh	BAZ2B inh	Pol kappa inh	POLI inh	BLM inh	G9a block	Apoferritin bind
CC(O)[C@@H](N)C(=O)O (stereo partly specified)	x	3%	x	x	7%[19.4 µM]	x	x	37%[59 µM]	-6%
O=C(O/N=C\c1ccc(N2CCCCC2)c([N+](=O)[O-])c1)c1cccc(Cl)c1	4%	-2%	-5%	u	-2%	10%	-6%	28µM*	-13%
O=C1C2C3C=CC(CC3)C2C(=O)N1c1ccc(Cl)cc1Cl (stereo unspecified)	32%	6%	-19%	11%	-19%	7%	-1%	-13%	u
OCCOc1cccc(CN2CCC(CO)(CCOc3ccccc3)CC2)c1	-20%	0%	-6%	-24%	7%	16%	-6%	14%	-17%
Cc1ccc(/C=C/C(=O)Nc2cccc3cccnc23)o1	-2%	-4%	u	u	-12%	-1%	-15%	u	1%
O=C(NC1(Cc2ccccc2)CCN(CCCc2ccccc2)C1=O)c1ccccc1 (stereo unspecified)	x	-3%	-20%	2%	7%	15%	x	-5%[2.33 µM]	x

Screening data deposited in PubChem by National Center for Advancing Translational Sciences (NCATS).
